IL1B NFkB pot = enhances IL-1B driven NFkB nuclear translocation; 94,000 tested, 0.3% active; HUVEC IL-1B NFkB p65 nuclear translocation imaging; activation, % at 2 µM; AID 819;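 active means activation above 40%, about the mean plus 3 SD, also judged a hit on visual image review; inconclusive means activation above 40% but not a hit on visual review; inactive means activation not above 40% and no visual hit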;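 further: percent activation is computed from the nuclear over cytoplasmic p65 intensity ratio; values of inactives mirror those of a sister screen read the other way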
MRP reversal = reverses drug resistance mediated by MRP; 85,000 tested, 0.04% active; differential viability (reversal), % at 10 µM; H69AR cells + 2 uM doxorubicin, CellTiter-Glo, 72 h; AID 602;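 active means viability drop by adding the cancer drug above about 55%, with treated viability meeting a 40% cutoff, limit read from the data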;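 further: viability without doxorubicin minus viability with 2 µM doxorubicin for each compound; larger differential means the compound sensitizes cells more to doxorubicin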
IL1B NFkB inh = blocks IL-1B driven NFkB nuclear translocation in HUVEC cells; HUVEC IL-1B NFkB p65 nuclear translocation imaging; inhibition, % at 2 µM; 94,000 tested, 0.43% active; AID 796;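 active means inhibition above about 30% together with a positive call from visual inspection of the well image, limit read from the data; inconclusive means inhibition above a set limit but visual check negative; inactive means inhibition not above a set limit, visual check negative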;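 further: nuclear over cytoplasmic p65 intensity ratio measured by imaging; 0% = IL-1B stimulated DMSO wells and 100% = unstimulated DMSO wells; values of inactives mirror those of a sister screen read the other way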
PLAP inhibition = inhibition of human placental alkaline phosphatase – biochemical, luminescence, HTS (AID 690) | purified PLAP, luminescent substrate; higher % means a stronger effect | inhibition, % at 20 µM; hits with a dose series show IC50 in µM | 96,000 tested, 0.08% active; in the data active means a potency from the dose series; inactive means the rest, 99 in 100 with inhibition below about 30%; further: strong numbers were not always called active
Bcl-B displacement = displacers of TR3 peptide from Bcl-B, primary screen, selectivity assay for Bfl-1 inhibitor project, biochemical, fluorescence polarization. FP displacement of FITC-TR3 peptide from Bcl-B; higher % means a stronger effect. one-dose displacement, % at 20 µM; IC50 in µM for titrated hits. 96,000 tested, 0.11% active. AID 748;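 active means displacement above 50% at 20 µM plus a fluorescence interference ratio under 1.5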;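 further: plate controls were wells without compound for no effect and wells lacking Bcl-B protein for full effect; a part of the inactive calls stands beside numbers as strong as those of hits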
MRP reversal cytotoxicity = further read-out of MRP reversal, marked with its call; viability, %; H69AR cells, CellTiter-Glo, 72 h; measured here: cytotoxicity without doxorubicin
MRP reversal with doxorubicin = further read-out of MRP reversal, marked with its call; viability, %; measured here: viability with 2 uM doxorubicin; hits give low values
IL1B NFkB inh cell count 2 µM = also measured in IL1B NFkB inh; calls as there; cell count; measured here: cells passing quality filter;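 raw number of nuclei counted in each imaged well without normalization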
IL1B NFkB pot cell count 2 µM = also measured in IL1B NFkB pot; calls as there; cell count; measured here: cells passing quality filter
* = called active by the depositor; ? = inconclusive; . = not tested or not shown. These rows are one share of the data; count on the stated rates, not on these rows.

#	SMILES	IL1B NFkB pot	IL1B NFkB pot cell count 2 µM	MRP reversal	MRP reversal cytotoxicity	MRP reversal with doxorubicin	IL1B NFkB inh	IL1B NFkB inh cell count 2 µM	PLAP inhibition	Bcl-B displacement
1	Cc1ccc2nc(NC(=O)C3CCN(S(=O)(=O)c4ccc5c(c4)oc(=O)n5C)CC3)sc2c1	-12	164	18	103	85	12	164	2%	6%
2	Cc1ccc(S(=O)(=O)NCc2ccc(C(=O)N(C)CCC#N)cc2)cc1	-2	159	14	98	84	2	159	2%	5%
3	CCOC(=O)N1CCN(Cc2nc3c(c(=O)[nH]c(=O)n3C)n2Cc2cc(C)ccc2C)CC1	27	149	6	85	79	-27	149	-80%	-4%
4	COc1ccc(CC(=O)Nc2cc(Cl)ccc2O)cc1	-6	135	-10	43	53	6	135	11%	-4%
5	Nc1nc(Cl)cc(Sc2ccc3ccccc3c2)n1	10	136	.	.	.	-10	136	14%	-7%
6	CC(=O)Nc1ccc(-c2csc(NCc3ccco3)n2)cc1	18	102	6	90	83	-18	102	.	.
7	Cc1cc(C)cc(NC(=S)NC(=O)CCN2C(=O)c3ccccc3C2=O)c1	2	166	.	.	.	-2	166	11%	-4%
8	COc1cccc(CNC(=O)C2CCCN(S(=O)(=O)c3c(C)[nH]c(=O)[nH]c3=O)C2)c1 (configuration not stated)	11	176	-10	95	106	-11	176	3%	-5%
9	CN(C)c1cc[n+](Cc2c(Cl)cccc2Cl)cc1	5	69	1	89	87	-5	69	.	.
10	CCN(Cc1ccccc1)C(c1ccc(C(F)(F)F)cc1)c1nnnn1C(C)(C)C (configuration not stated)	-4	155	-17	80	97	4	155	.	.
11	O=C(c1ccco1)N1CCN(c2ncnc3c2oc2ccccc23)CC1	18	141	6	86	81	-18	141	-2%	4%
12	CCOC(=O)N1CCC(Nc2c(Nc3ccc(F)cc3)c(=O)c2=O)CC1	2	158	-12	64	75	-2	158	2%	11%
13	O=C(OCc1c(Cl)cccc1Cl)c1ccccn1	32	120	-1	82	83	-32	120	12%	-1%
14	Cc1nn(-c2ccccc2)c(C)c1/C=N/NC(=O)c1cc(-c2ccccc2)n[nH]1	-11	91	.	.	.	12	91	7.3µM*	-7%
15	CCC(C)(C)n1nnnc1C(c1ccc2ncccc2c1)N1CCCCCC1 (configuration not stated)	0	95	9	85	76	0	95	.	.
16	O=C(CC(c1ccccc1)c1ccccc1)Nc1ccc2c(c1)OCCO2	20	175	2	77	74	-20	175	-2%	-9%
17	O=C(Nc1ccc(N2CCCC(O)C2)cc1)c1snc2c(=O)[nH]cnc12 (configuration not stated)	6	151	.	.	.	-6	151	-13%	-3%
18	O=C(Cc1n[nH]c(=O)[nH]c1=O)N/N=C/c1cccc(O)c1	8	154	18	106	88	-8	154	-5%	0%
19	Cc1ccc(Cn2c(CN3CC(C)OC(C)C3)nc3c2c(=O)[nH]c(=O)n3C)cc1 (configuration not stated)	-4	119	2	89	87	4	119	-5%	-4%
20	Cn1c(CCNC(=O)c2ccco2)nc2cc(NC(=O)c3ccco3)ccc21	7	83	7	89	82	-8	83	-6%	1%
21	CCOc1ccccc1NC(=O)CN(c1ccc(C)cc1)S(=O)(=O)c1c(C)noc1C	7	114	-30	52	82	-7	114	5%	-3%
22	O=C1c2ccccc2-c2cccc(NS(=O)(=O)c3ccc(C(F)(F)F)cc3)c21	-1	126	.	.	.	1	126	-28%	-13%
23	Cc1ccc(NC(=O)c2c(Cl)n(C)c3ccccc23)cc1	-8	193	.	.	.	8	193	-5%	-4%
24	c1ccc2c(c1)ncn2Cc1nnc2sc(-c3ccncc3)nn12	0	210	.	.	.	0	210	-17%	23%
25	COc1cc(C2SCC(=O)N2CCCN(C)C)cc(OC)c1OC (configuration not stated)	20	196	-5	89	94	-20	196	-51%	-8%
26	CC1(C)CC(=O)C2=C(C1)OC(N)=C(C#N)C2C1CC=CCC1 (configuration not stated)	3	102	-21	42	63	-3	102	.	.
27	CCOC(=O)CSc1nnc(CSc2nc(C)cc(C)n2)n1Cc1ccco1	27	128	-9	94	102	-27	128	-80%	-7%
28	COc1cccc(C(=O)Nn2c(C)nnc2-n2nc(C)cc2C)c1	13	132	1	95	94	-13	132	.	.
29	C=CCCC(=O)Nc1ccc(COC(=O)N2CCOCC2)cc1	20	155	6	94	88	-20	155	20%	8%
30	c1ccc2c(CSc3nnc(-c4ccncc4)o3)cccc2c1	2	171	3	73	70	-2	171	15%	1%
31	O=C1OC(Nc2ccccn2)c2ccccc21 (configuration not stated)	-11	149	-17	92	109	11	149	0%	1%
32	COc1cc(/C=C2\SC(=S)N(Nc3ncc(C(F)(F)F)cc3Cl)C2=O)ccc1O	-6	139	.	.	.	6	139	32%	-137%
33	O=C(Cn1cnc([N+](=O)[O-])n1)N/N=C/c1ccccc1O	-7	123	.	.	.	7	123	-75%	1%
34	O=C1c2ccccc2C(O)N1c1cccnc1 (configuration not stated)	-9	169	-9	96	105	9	169	18%	0%
35	Cc1cccc(CS(=O)(=O)c2nnc([C@H](Cc3ccccc3)NC(=O)OC(C)(C)C)o2)c1	-8	128	0	1	1	8	128	-21%	11%
36	Cc1ccc(NCc2nnc(SC(C)C(=O)N/N=C/c3ccc(C)o3)n2-c2ccccc2)cc1 (configuration not stated)	-6	171	.	.	.	6	171	-8%	5%
37	COc1cc(C2C(C#N)=C(N)OC3=C2C(=O)CC(C)(C)C3)ccc1OC(=O)N1CCOCC1 (configuration not stated)	-17	138	3	91	88	17	138	-29%	2%
38	Cc1nn(Cc2ccc([N+](=O)[O-])cc2)c(=O)n1-c1cccc(F)c1	2	143	.	.	.	-2	143	-1%	-1%
39	CSc1ccccc1NC(=O)c1c(C)noc1C	-2	129	14	102	88	2	129	15%	-12%
40	CC1CCN(CCC(=O)Nc2ccc3c(c2)CCC3)CC1	0	126	8	90	81	0	126	.	.
41	O=C(NCCc1c[nH]c2ccccc12)C(F)(F)F	9	149	-7	91	98	-8	149	-10%	-17%
42	COc1cc(C(C)=O)ccc1OC(=O)C(C)N1C(=O)c2ccccc2C1=O (configuration not stated)	-11	52	12	90	78	11	52	-18%	0%
43	CC1=CC(C)(C(Cl)Cl)C(C)=CC1=O (configuration not stated)	6	194	5	99	94	-6	194	.	.
44	Cc1ccc(CNC(=O)CN(C2CCCCC2)S(C)(=O)=O)cc1	8	92	22	109	87	-8	92	.	.
45	O=C(Nc1ccccc1Cl)N1CCN(c2ccccn2)CC1	17	124	14	88	74	-17	124	.	.
46	O=C(CCC(NC(=O)OCc1ccccc1)C(=O)OCC(=O)N1CCCCC1)OCC(=O)N1CCCCC1 (configuration not stated)	-8	129	.	.	.	8	129	-67%	2%
47	O=C(Nc1ccccc1)c1sc2cc(C(F)(F)F)cnc2c1-c1cccs1	-5	162	0	86	87	5	162	15%	-36%
48	Cn1c(=O)c2cc(S(=O)(=O)NCCC(=O)NC3CCCCCCC3)ccc2n(C)c1=O	21	173	-3	96	98	-21	173	-6%	-5%
49	Cc1ccc(N(Cc2ccc(C(=O)NC3CCCCC3)cc2)S(C)(=O)=O)cc1C	-2	163	5	19	14	2	163	-7%	-1%
50	CN1C(=O)c2ccc(N3CCCC3)cc2C1=O	.	.	-7	82	89	.	.	9%	5%
51	O=C(Cn1c(=O)n(-c2ccccc2)c(=O)c2sccc21)N1CCCC1	2	181	8	81	73	-2	181	72%	-10%
52	O=c1[nH]c(CSc2nc3ccccc3o2)nc2c1cnn2-c1ccccc1	.	.	-62	18	80	.	.	-61%	-43%
53	CC[C@@H](C)[C@H](NC(=O)C1CCN(C(=O)[C@@H](NS(=O)(=O)c2ccc(C)cc2)C(C)C)CC1)C(=O)O	16	85	-1	96	97	-16	85	-8%	-5%
54	C=CCOc1ccc(C2C(C#N)=C(N)N(Nc3ccccc3)C3=C2C(=O)CCC3)cc1OC (configuration not stated)	.	.	.	.	.	.	.	-29%	6%
55	c1ccc(-c2csc(Nc3cccnc3)n2)nc1	-1	97	-5	67	72	2	97	-18%	0%
56	O=C(NC(NC(=S)Nc1ccccc1C(=O)O)C(Cl)(Cl)Cl)c1cccc([N+](=O)[O-])c1 (configuration not stated)	0	140	.	.	.	0	140	-34%	7%
57	CCC(CC)NC(=O)CCc1nc2ccccc2c(=O)[nH]1	10	179	.	.	.	-10	179	15%	11%
58	COc1cccc(C(=O)Nc2ccc(NC(=O)C(C)(C)C)cn2)c1	22	135	-1	37	38	-22	135	17%	6%
59	COc1cccc(C(=O)N=c2sc3c(C)ccc(OC)c3n2C)c1	.	.	.	.	.	.	.	2%	-3%
60	CCCc1nc2c(nnn2Cc2ccccc2)c(=O)[nH]1	4	144	2	99	98	-4	144	-9%	1%

Sorted by value in PLAP inhibition (falling): 3 of the compounds above.
entry | canonical_smiles | IL1B NFkB pot | IL1B NFkB pot cell count 2 µM | PLAP inhibition | Bcl-B displacement
13 | O=C(OCc1c(Cl)cccc1Cl)c1ccccn1 | 32 | 120 | 12% | -1%
7 | Cc1cc(C)cc(NC(=S)NC(=O)CCN2C(=O)c3ccccc3C2=O)c1 | 2 | 166 | 11% | -4%
54 | C=CCOc1ccc(C2C(C#N)=C(N)N(Nc3ccccc3)C3=C2C(=O)CCC3)cc1OC (configuration not stated) | . | . | -29% | 6%

Remaining list, next part.
#	SMILES	IL1B NFkB pot	IL1B NFkB pot cell count 2 µM	MRP reversal	MRP reversal cytotoxicity	MRP reversal with doxorubicin	IL1B NFkB inh	IL1B NFkB inh cell count 2 µM	PLAP inhibition	Bcl-B displacement
61	O=C(NCCOC12CC3CC(CC(C3)C1)C2)c1cccc(Br)c1	11	117	.	.	.	-11	117	-9%	4%
62	COc1cccc(C(=O)Nc2ccccc2N2CCOCC2)c1	?	.	20	83	63	-42	139	-3%	-6%
63	CCOC(=O)c1[nH]c(C)c(C)c1C	13	87	-4	88	92	-13	87	-12%	-6%
64	COc1ccc(OC)c(-c2cc(C(=O)Nc3cccc(Cl)c3)no2)c1	-2	151	-12	34	46	2	151	5%	-6%
65	CCn1c(O)c(C2=NCCCC2)c2ccccc21	20	218	-27	72	98	-20	218	-73%	8%
66	N#Cc1ccc(-c2ccc(OCC(O)Cn3nnc4ccccc43)cc2)cc1 (configuration not stated)	37	140	-47	51	97	-37	140	.	-15%
67	Clc1ccccc1-c1nnc2sc(-c3ccncc3)nn12	35	196	-6	87	93	-35	196	26%	-16%
